Giardia FBPA inh: qHTS Assay for Inhibitors of Fructose-1,6-bisphosphate Aldolase from Giardia Lamblia; A8B2U2; purified Giardia FBPA; Potency, µM (top dose mostly 59.6 µM), inactives show at the top dose activity, negative = inhibition, most hits filed as inhibitors; 290,000 compounds, 0.71% hits; AID 2451, 2010; also: potency is read from the fitted curve at half-maximal effect; nearly all actives have a fitted effect of over 55% in size
Target sequence (A8B2U2 whole entry, looked up): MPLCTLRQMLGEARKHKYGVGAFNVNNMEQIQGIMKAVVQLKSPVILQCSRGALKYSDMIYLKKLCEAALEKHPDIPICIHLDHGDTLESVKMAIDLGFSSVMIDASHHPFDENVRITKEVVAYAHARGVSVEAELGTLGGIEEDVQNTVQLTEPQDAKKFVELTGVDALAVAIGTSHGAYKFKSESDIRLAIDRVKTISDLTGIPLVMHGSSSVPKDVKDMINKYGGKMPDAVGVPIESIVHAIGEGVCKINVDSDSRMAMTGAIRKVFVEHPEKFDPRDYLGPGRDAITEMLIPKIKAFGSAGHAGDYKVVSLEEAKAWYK
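40 nM FBPA preincubated 10 min at RT with compound (up to 57.5 uM final), then substrate plus GAPDH/TPI/NAD/arsenate coupling and diaphorase/resazurin added. Fluorescence read after 20 min at RT, 525/598 nm.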
AmpC no deterg: qHTS Inhibitors of AmpC Beta-Lactamase (assay without detergent) | 330,000 compounds, 0.52% hits | AmpC nitrocefin hydrolysis, absorbance 480 nm, 0.0001% Triton | Potency, µM (highest dose often 57.1 µM), for the others: at the highest dose activity change, negative = inhibition, most hits filed as inhibitors;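 also: potency is read from the fitted curve at half-maximal effect; plate controls were no compound for no effect and no enzyme for full effect; nearly all actives have a fitted effect of over 20% in size; some results filed as inactive show a strong effect at the top dose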
Target sequence (P00811 whole entry, looked up): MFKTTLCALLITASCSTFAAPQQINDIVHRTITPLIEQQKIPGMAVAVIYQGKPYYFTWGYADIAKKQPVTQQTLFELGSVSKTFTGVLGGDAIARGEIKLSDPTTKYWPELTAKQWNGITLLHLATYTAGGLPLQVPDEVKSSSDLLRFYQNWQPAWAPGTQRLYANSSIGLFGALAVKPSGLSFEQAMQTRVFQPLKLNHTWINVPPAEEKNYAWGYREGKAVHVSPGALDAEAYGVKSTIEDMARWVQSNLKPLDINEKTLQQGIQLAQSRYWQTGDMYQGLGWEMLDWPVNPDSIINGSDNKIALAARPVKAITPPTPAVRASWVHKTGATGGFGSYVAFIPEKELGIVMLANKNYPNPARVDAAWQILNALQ
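20 mM phosphate pH 7.0 + 0.01% (detergent screen) or 0.0001% Triton X-100; 5.3 nM AmpC reagent; cpd preinc 15 min RT; nitrocefin (800 uM stock) to start; A480 q20 s × 4 min; Activity was normalised to no-enzyme and no-compound control wells.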
Sm TGR block: qHTS Assay for the Inhibitors of Schistosoma Mansoni Peroxiredoxins; purified TGR, DTNB reduction, TNB absorbance 405 nm; Potency, µM (doses to about 114 µM), inactives show at the top dose activity change, negative = inhibition, usual class: inhibitors; 360,000 compounds, 3% hits; AID 485364, 2010; also: potency is read from the fitted curve at half-maximal effect; nearly all actives have a fitted effect of over 60% in size
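TGR 20 nM + NADPH 100 uM (dispensed conc.), cpd preinc 15 min RT; start with NADPH (500 uM addition) then DTNB (15 mM addition). Kinetic TNB absorbance, 405 nm filter. Four-parameter Hill fit across titration.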
AmpC inh detg: qHTS Inhibitors of AmpC Beta-Lactamase (assay with detergent). P00811. AmpC hydrolysis of nitrocefin, absorbance 480 nm, 0.01% Triton. Potency, µM (titrated, usually from 114 µM), inactives show at the highest dose activity change, negative = inhibition, actives largely listed as inhibitors. 370,000 compounds, 0.041% hits;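 also: potency is read from the fitted curve at half-maximal effect; 0% = no-compound wells and -100% = no-enzyme wells; nearly all actives have a fitted effect of over 25% in size; some results filed as inactive show a strong effect at the top dose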
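20 mM phosphate pH 7.0 + 0.01% (detergent screen) or 0.0001% Triton X-100; 5.3 nM AmpC reagent; cpd preinc 15 min RT; nitrocefin (800 uM stock) to start; A480 q20 s × 4 min; Activity was normalised to no-enzyme and no-compound control wells.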
HCV inhibitor: qHTS Assay for Inhibitors of Hepatitis C Virus (HCV) | 340,000 compounds, 3.4% hits | AID 651820, 2012 | Potency, µM (series often up to 41.8 µM), without a hit: at the top dose activity change, negative = inhibition, hits mostly inhibitors | Huh7.5.1 HCVcc-Cre infection, luciferase reporter, 44 h; also: potency is read from the fitted curve at half-maximal effect
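A cell-based infection assay in which seeded cells (1,000 per well) receive test compound after 4 h, are inoculated with HCVcc-Cre at approximately 0.5 moi, and are incubated 44 h before luminescence detection.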
HCMV antiviral: qHTS Assay for inhibitors of the human cytomegalovirus (HCMV); HFF cells, HCMV-luciferase reporter, 72 h; active compounds read low; activity change, negative = inhibition, % at 57.5 µM; 410,000 compounds, 4.5% hits; AID 1259415, 2018; in the data active = activity change below about -60%; inconclusive = no clear call, values can overlap the other calls; inactive = above about -39%
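Inhibition of viral replication was scored as loss of reporter luminescence in HFFs infected with HCMV-luciferase (MOI 1 PFU/cell) for 72 h; compounds tested at 2 doses, normalized to buffer and Salinomycin controls.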
Numbers without * were called inactive; u = inconclusive; x = no result given; [ ] = dose if it differs, or a comment. Unless noted, calls follow the shape of the dose curve; as a rule, active = well fitted curve in the direction sought with a large enough effect; inconclusive = small, poorly fitted or top-dose-only effect, or another doubt; inactive = no such curve, though single readings can be large; an effect the other way counts as inactive or inconclusive. Unless noted, % is scaled to controls: 0 for no effect and ±100 for the full control effect.

SMILES	Giardia FBPA inh	AmpC no deterg	Sm TGR block	AmpC inh detg	HCV inhibitor	HCMV antiviral
O=S(=O)(Nc1ccc(N2CCCCC2)cc1)c1ccc(F)cc1F	-15%	-35%	u	5%	u	-60*
CCOc1ccc(CCNC(=O)c2cccc(S(=O)(=O)N3CCCC3)c2)cc1OCC	x	18%	1%	-13%	u	-20
COc1ccc(OC)c(-c2cc(C(=O)Nc3cccc(Cl)c3C)no2)c1	x	x	3%	0%	x	-19
O=C(O)CSc1ccc(NC(=O)Nc2ccccc2F)cc1	9%	-8%	8%	3%	7%	5
CCOc1ccc(-n2c(C)cc(C(=O)NS(=O)(=O)c3ccc(C)cc3)c2C)cc1	20%	-12%	-21%	1%	9%	58
COc1cc(NC(=O)CSc2nncn2C)c(C)cc1[N+](=O)[O-]	3%	-20%	1%	-7%	-8%	-33
COC(=O)C1CC(c2c(OC)cc(OC)cc2OC)=NO1 (configuration not stated)	3%	-10%	-9%	1%	8%	4
CC(OC(=O)Cn1cnc2c1c(=O)n(C)c(=O)n2C)C(=O)N(C)c1ccccc1 (configuration not stated)	x	4%	1%	0%	39%[activator]	-10
COc1cccc(COC(=O)C2CCN(S(=O)(=O)c3ccc(C)cc3)CC2)c1OC	x	-4%	3%	u	7%	-4
CCCCNc1nc(N)ncc1[N+](=O)[O-]	8%	-10%	7%	-3%	-7%	-7
CCOc1ccc(-c2nnc(SCC(=O)NCc3ccccc3)o2)cc1	x	x	-3%	22%	x	12
COc1ccc(-c2cc(-c3ccccc3)c(C#N)c(S(C)(=O)=O)n2)cc1	1%	-14%	-13%	2%	26%	-66*
O=C(OCC(=O)N1CCN(C(=O)c2ccco2)CC1)c1ccc(Cl)c(Cl)c1	x	37%	-24%	u	-4%	0
Cc1ccc(Cl)cc1N1CCN(S(=O)(=O)c2cn(C)cn2)CC1	-6%	91%[activator]	2%	-15%	17%	-14
Cc1ccc(CNC(=O)CCSCc2cccc(F)c2)cc1	1%	-10%	20%	-3%	-6%	-62*
COc1cccc(CN2CC(C(=O)N(C)Cc3ccnc4ccccc34)CCC2=O)c1 (configuration not stated)	9%	22%	-7%	-8%	4%	13
COc1cc2c(cc1NC(=O)COC(=O)C1CC(=O)N(Cc3ccco3)C1)oc1ccccc12 (configuration not stated)	3%	20%	-30%	u	4.5µM*	203
CCOC(=O)c1oc2ccccc2c1NC(=O)c1ccc(Cl)s1	4%	7.1µM*	4%	u	-8%	-7
CCN1c2ccccc2-c2nc3ccccc3n2C1c1cccnc1 (configuration not stated)	-3%	-14%	-11%	-9%	u	7
O=C(CSc1nnc(CNC(=O)c2ccco2)o1)Nc1ccc(Br)cc1	5%	-43%	-21%	-4%	-5%	-7
O=C(c1cc2ccccc2o1)N(C1CC1)C1(C(=O)Nc2ccccc2)CCCC1	0%	-9%	24%	0%	u	-16
O=C(CN1C(=O)C2CC=CCC2C1=O)Nc1nc2ccccc2s1 (configuration not stated)	8%	-2%	6%	7%	4%	-31
Cn1c(=O)[nH]c(=O)c2cc(C(=O)c3cc(F)ccc3O)cnc21	2%	-28%	-10%	3%	13%	12
Cc1ccc(-c2nn(-c3ccccc3)cc2C(=O)NC2CCC(O)CC2)cc1 (configuration not stated)	x	141%[activator]	-1%	6%	-29%	11
COc1cccc(CN2CCN(Cc3cccc(F)c3)CC2)c1	u	-9%	-12%	u	17%	-15
Other structures follow:
SMILES	Giardia FBPA inh	AmpC no deterg	Sm TGR block	AmpC inh detg	HCV inhibitor	HCMV antiviral
O=C(N/N=C/c1ccc([N+](=O)[O-])cc1)c1cc(-c2ccc3c(c2)OCO3)n[nH]1	7%	-33%	-2%	-9%	-13%	-16
CCCCN(C(=O)NC(=O)C1=C(N2CCOCC2)/C(=C/c2ccccc2)CC1)S(C)(=O)=O	0%	-19%	3%[11.4 µM]	-12%	16%	17
CCOc1ccc(S(=O)(=O)Nc2cc(Sc3ncn[nH]3)c3oc(=O)sc3c2)cc1	-12%	5.6µM*	-15%	-7%	x	x
COc1cc(CC(=O)O)ccc1OCc1ccccc1	5%	-17%	-6%	1%	13%	14
CCOC(=O)Cn1c(=O)oc2cc(S(=O)(=O)NCc3ccc(F)cc3)ccc21	x	x	5%	4%	x	2
O=C(CSC1=Nc2ccccc2N=C(c2ccc(F)cc2)C1)Nc1ccc(Cl)cc1	x	x	2%	4%	x	-6
O=C(NCCC1CCCCN1S(=O)(=O)c1ccc(F)cc1)C(=O)Nc1ccccc1F (configuration not stated)	x	-7%	-8%	-1%	u	12
CC(=O)c1ccc(OCC(O)CN2CCN(S(=O)(=O)c3c(C)c(C)cc(C)c3C)CC2)cc1 (configuration not stated)	-1%	146%[activator]	0%	-6%	13µM*	-72*
CC(=O)Nc1ccc(S(=O)(=O)N(C)CCOCc2ccccc2)cc1	2%	10%	0%	0%	-15%	-39
O=C(OC1CCN(c2ncc(C(F)(F)F)cc2Cl)CC1)c1ccc(Cl)cc1	3%	-42%	13%	-10%	0%	u
CCN(C(=O)COC(=O)c1nn(-c2ccccc2)c(=O)c2ccccc12)C1CCS(=O)(=O)C1 (configuration not stated)	-2%	35%	13%	1%	3%	2
Cc1ccc(S(=O)(=O)Nc2cc3c(cc2C)n(C)c(=O)c(=O)n3C)cc1	x	x	-1%	6%	x	15
CCOC(=O)c1sc(NNC(=O)c2ccc(F)cc2)nc1C	5%	-8%	-10%	1%	u	8
Cn1c(C2CC(=O)N(Cc3ccccc3)C2)nc2ccccc21 (configuration not stated)	6%	-51%	1%	u	-8%	6
O=c1c2[nH]c3ccccc3c2ncn1C1CCCCC1	1%	0%	2%	u	u	59
Nc1ncnc2nc(N3CCN(C(=O)c4ccccc4)CC3)[nH]c12	-1%	-2%	-19%	-9%	5%	-31
CCOC(=O)c1ccc(NC(=O)c2ccccc2)cc1	-3%	10µM*	9%	u	u	-21
N#C/C(=C\c1cc([N+](=O)[O-])ccc1Cl)C(N)=O	-9%	-24%	u	-7%	13%	16
CC(=O)C1=C(c2ccc(C)c(C)c2)N(C(C)=O)n2c(nnc2-c2ccc(Cl)cc2)S1	x	x	16%	1%	x	12
Brc1ccccc1OCCCOc1cccc2cccnc12	-1%	52%	-1%	u	-9%	66
Cc1nn(Cc2c(F)cccc2Cl)c(C)c1[N+](=O)[O-]	-2%	-21%	-1%	u	-6%	-19
CC1CCN(S(=O)(=O)c2ccc3[nH]cc(C(=O)NCc4ccc(F)cc4)c(=O)c3c2)CC1	x	x	6%	-5%	x	12
CCOC(=O)CCCNS(=O)(=O)c1c(C)ccc2nsnc12	1%	-4%	-3%	-2%	5%	2
COCC(=O)N1CCC(Oc2ccc(C(=O)NCc3cc(C(C)C)no3)cc2)CC1	x	-4%	1%	1%	4%	45
CC1=C(C)CC(C(=O)Nc2nccs2)C(C(=O)O)C1 (configuration not stated)	14%	-34%	4%	-15%	20%	14
Other structures follow:
SMILES	Giardia FBPA inh	AmpC no deterg	Sm TGR block	AmpC inh detg	HCV inhibitor	HCMV antiviral
COC(=O)CC1c2cc(OC)c(OC)cc2CCN1C(=O)Nc1ccc(C)cc1Cl (configuration not stated)	x	x	-1%	16%	x	34
O=C(O)c1ccccc1-c1ccccc1C(=O)Nc1ccc(F)cc1	15%	-14%	-14%	-10%	30%	-8
CCOc1ccc(OCC)c(NC(=O)CSc2nc3c(c(=O)n(C)c(=O)n3C)n2C)c1	9%	-19%	-24%	u	x	x
O=[N+]([O-])/C(C(Cl)=C(Cl)Cl)=C(\Nc1ccc(F)cc1)n1cncn1	u	10%	8.9µM*	-11%	x	x
O=C(Nc1cccc(Cl)c1)c1cc(N=Nc2ccc([N+](=O)[O-])cc2Cl)ccc1O	-1%	24%	2%	0%	u	u
Cc1ccc(NC(=O)CCn2c(=O)c3cccn3c3ccccc32)c(Cl)c1	x	x	-14%	5%	x	2
Cc1cc(C)n(-c2nc(Nc3ccccc3C)nc(-n3nc(C)cc3C)n2)n1	x	40%	-14%	-8%	x	-97*
Cc1ccc(OC(=O)c2oc3ccc(F)cc3c2C)c(C)c1	x	-31%	-15%	-15%	-9%	50

Two compounds picked at random from the list so far, as already listed:
SMILES	Giardia FBPA inh	AmpC no deterg	Sm TGR block	AmpC inh detg	HCV inhibitor	HCMV antiviral
CCOc1ccc(OCC)c(NC(=O)CSc2nc3c(c(=O)n(C)c(=O)n3C)n2C)c1	9%	-19%	-24%	u	x	x
O=[N+]([O-])/C(C(Cl)=C(Cl)Cl)=C(\Nc1ccc(F)cc1)n1cncn1	u	10%	8.9µM*	-11%	x	x

Rewritten with two lines to a compound: 14 of the compounds above.
Results follow in this order: Giardia FBPA inh | AmpC no deterg | Sm TGR block | AmpC inh detg | HCV inhibitor | HCMV antiviral
CC(=O)C1=C(c2ccc(C)c(C)c2)N(C(C)=O)n2c(nnc2-c2ccc(Cl)cc2)S1
    x | x | 16% | 1% | x | 12
Brc1ccccc1OCCCOc1cccc2cccnc12
    -1% | 52% | -1% | u | -9% | 66
Cc1nn(Cc2c(F)cccc2Cl)c(C)c1[N+](=O)[O-]
    -2% | -21% | -1% | u | -6% | -19
CC1CCN(S(=O)(=O)c2ccc3[nH]cc(C(=O)NCc4ccc(F)cc4)c(=O)c3c2)CC1
    x | x | 6% | -5% | x | 12
CCOC(=O)CCCNS(=O)(=O)c1c(C)ccc2nsnc12
    1% | -4% | -3% | -2% | 5% | 2
COCC(=O)N1CCC(Oc2ccc(C(=O)NCc3cc(C(C)C)no3)cc2)CC1
    x | -4% | 1% | 1% | 4% | 45
CC1=C(C)CC(C(=O)Nc2nccs2)C(C(=O)O)C1 (configuration not stated)
    14% | -34% | 4% | -15% | 20% | 14
COC(=O)CC1c2cc(OC)c(OC)cc2CCN1C(=O)Nc1ccc(C)cc1Cl (configuration not stated)
    x | x | -1% | 16% | x | 34
O=C(O)c1ccccc1-c1ccccc1C(=O)Nc1ccc(F)cc1
    15% | -14% | -14% | -10% | 30% | -8
CCOc1ccc(OCC)c(NC(=O)CSc2nc3c(c(=O)n(C)c(=O)n3C)n2C)c1
    9% | -19% | -24% | u | x | x
O=[N+]([O-])/C(C(Cl)=C(Cl)Cl)=C(\Nc1ccc(F)cc1)n1cncn1
    u | 10% | 8.9µM* | -11% | x | x
O=C(Nc1cccc(Cl)c1)c1cc(N=Nc2ccc([N+](=O)[O-])cc2Cl)ccc1O
    -1% | 24% | 2% | 0% | u | u
Cc1ccc(NC(=O)CCn2c(=O)c3cccn3c3ccccc32)c(Cl)c1
    x | x | -14% | 5% | x | 2
Cc1cc(C)n(-c2nc(Nc3ccccc3C)nc(-n3nc(C)cc3C)n2)n1
    x | 40% | -14% | -8% | x | -97*
